# aGal spleen mod: inhibitors or activators of human alpha-galactosidase in spleen homogenate; P06280; human spleen homogenate, 4MU-alpha-Gal fluorescence, 40 min; Potency, µM (titrated, usually from 80 µM), for inactives: at the highest dose activity change, negative = inhibition, hits mostly inhibitors; actives 0.008% (n = 240,000);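 note: 0% = enzyme with vehicle and -100% = no enzyme basal signal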
# Target sequence (P06280 32-429 limits assumed): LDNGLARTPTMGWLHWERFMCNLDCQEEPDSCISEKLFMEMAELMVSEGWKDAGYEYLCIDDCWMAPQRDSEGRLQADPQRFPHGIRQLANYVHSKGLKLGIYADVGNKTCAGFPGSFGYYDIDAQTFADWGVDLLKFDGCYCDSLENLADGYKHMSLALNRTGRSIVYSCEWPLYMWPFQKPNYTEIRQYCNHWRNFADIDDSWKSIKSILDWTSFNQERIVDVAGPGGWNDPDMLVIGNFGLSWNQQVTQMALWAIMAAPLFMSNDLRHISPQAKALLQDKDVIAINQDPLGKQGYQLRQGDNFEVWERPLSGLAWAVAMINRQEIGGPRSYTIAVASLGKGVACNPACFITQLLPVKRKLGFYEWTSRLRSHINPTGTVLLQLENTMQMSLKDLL
#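 qHTS titration in buffer at pH 5.0. Alpha-galactosidase activity in spleen homogenate was measured via 4-methylumbelliferone release from 1 mM fluorogenic substrate after 40 min at 37C and a pH 10 stop. AC50 came from Hill fits of control-normalized data.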
# L3MBTL1 inh: inhibitors of human L3MBTL1. Q9Y468. AlphaScreen L3MBTL1–H3K9me1 peptide binding. Potency, µM (titrated, usually from 57.1 µM), for inactives: at the highest dose activity, negative = inhibition, usual class: inhibitors. actives 0.66% (n = 230,000). AID 485360; note: nearly all actives have a fitted effect of over 60% in size
#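 Displacement of a biotinylated histone H3(1-15) peptide monomethylated at Lys9 (75 nM) from L3MBTL1 (50 nM) was measured by AlphaScreen after a 30 min room-temperature compound incubation; cefsulodin titration served as intraplate control.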
# ALDH1A1 inh: blocks purified human ALDH1A1 activity. P00352. actives 7.3% (n = 220,000). Potency, µM (highest dose often 75.3 µM), without a hit: top-dose activity, negative = inhibition, most hits filed as inhibitors. Purified ALDH1A1, NADH fluorescence, propionaldehyde substrate; active = well fitted inhibition curve with a large enough effect, not every such curve was filed as active; inconclusive = small, poorly fitted or top-dose-only effect, or another doubt; inactive = no such curve, though single readings can be large or run the other way;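 note: plate controls were no enzyme wells and a reference inhibitor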
# Target sequence (P00352 whole entry, looked up): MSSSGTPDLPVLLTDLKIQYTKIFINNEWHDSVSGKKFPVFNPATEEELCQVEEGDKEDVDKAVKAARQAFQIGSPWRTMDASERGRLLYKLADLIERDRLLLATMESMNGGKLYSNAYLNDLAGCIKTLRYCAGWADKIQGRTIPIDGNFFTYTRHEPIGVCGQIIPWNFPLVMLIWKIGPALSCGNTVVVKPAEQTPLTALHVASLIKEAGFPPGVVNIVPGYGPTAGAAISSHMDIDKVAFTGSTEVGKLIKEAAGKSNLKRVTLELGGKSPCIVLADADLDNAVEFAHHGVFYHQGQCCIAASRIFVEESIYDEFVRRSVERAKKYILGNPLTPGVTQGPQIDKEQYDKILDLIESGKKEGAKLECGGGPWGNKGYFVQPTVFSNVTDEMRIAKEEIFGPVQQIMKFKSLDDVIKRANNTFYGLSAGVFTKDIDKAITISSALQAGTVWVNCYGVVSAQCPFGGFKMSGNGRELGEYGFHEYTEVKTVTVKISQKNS
# Tau ThT inhib: blocks human tau fibril formation measured by thioflavin T | Potency, µM (top dose mostly 57.4 µM), inactives show at the top dose activity, negative = inhibition, hits mostly inhibitors | actives 2.1% (n = 270,000) | recombinant tau K18 P301L, heparin-induced fibrillization, ThT fluorescence; note: nearly all actives have a fitted effect of over 55% in size
# Target sequence (P10636 561-689 P618L limits assumed): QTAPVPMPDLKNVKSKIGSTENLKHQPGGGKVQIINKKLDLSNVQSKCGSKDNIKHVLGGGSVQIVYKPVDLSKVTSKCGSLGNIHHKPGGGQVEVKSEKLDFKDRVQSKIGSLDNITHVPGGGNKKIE
#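 ThT emission at 510 nm, taken 1 hr after adding 30 uM dye, quantifies aggregates formed when 20 uM heparin acts on human tau K18 P301L for 6 hr at 37 C.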
# Tau fibril FP: blocks human tau fibril formation measured by polarization. K18 P301L tau heparin fibrillization, Alexa594 FP, 6 h. Potency, µM (top dose mostly 57.7 µM), for inactives: at the top dose activity, negative = inhibition, actives largely listed as inhibitors. AID 1468. actives 0.39% (n = 280,000); note: nearly all actives have a fitted effect of over 55% in size
#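 Read-out: fluorescence polarization of Alexa 594-labeled tau (0.24 uM), 555 nm excitation, 632 nm emission. Mixtures held 15 uM unlabeled K18 P301L, compound and 20 uM heparin, pH 7 acetate buffer, incubated 6 hr at 37 C.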
# Tau fluor cs: counter-screen for tau fibril formation inhibitors | AID 1463 | actives 0.93% (n = 280,000) | tau K18 P301L Alexa594 fluorescence, heparin fibrillization | Potency, µM (doses to about 57.7 µM), inactives show top-dose activity change, negative = decrease; note: nearly all actives have a fitted effect of over 55% in size
#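 Human tau K18 P301L (15 uM unlabeled, 0.24 uM Alexa 594-labeled) in 100 mM sodium acetate pH 7 with 20 uM heparin, 6 hr at 37 C. ThT 30 uM added, 1 hr ambient; Alexa 594 FP and total fluorescence read at 555/632 nm.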
# TexasRed fluor: Texas Red fluorescence interference in TRb-SRC2 counter-screen; TRb/SRC2 Texas Red total fluorescence interference; AID 1479; Potency, µM (doses to about 106 µM), without a hit: at the top dose fluorescence change, negative = quenching; actives 0.29% (n = 280,000); active = well fitted curve in either direction with a large enough effect; inconclusive = small, poorly fitted or top-dose-only effect
#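 Human TRβ ligand-binding domain (0.6 uM) and Texas Red SRC2 peptide (20 nM) in Tris buffer with 1 uM T3 and 5% DMSO were incubated with pinned compound for 5 hr at ambient temperature. Total fluorescence was computed as S + 2P (555/632 nm).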
# TRb-SRC2 inh: disrupts binding of human TR beta to SRC2; P10828; TRbeta-SRC2 peptide binding, fluorescence polarization; receptor liganded with 1 µM T3; Potency, µM (series often up to 106 µM), inactives show at the top dose activity change, negative = inhibition, hits mostly inhibitors; actives 0.065% (n = 280,000); AID 1469;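 note: plate controls were bound peptide for no effect and peptide without receptor for full effect; nearly all actives have a fitted effect of over 50% in size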
#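 Each compound concentration gave % activity, normalized to unbound and bound Texas Red SRC2 controls, from polarization read after 5 hr ambient incubation with T3-loaded human TRb LBD.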
# * hit, by the source's call; ? = inconclusive; / = not tested or not shown; [ ] = remark or other dose. Unless noted, calls come from the whole dose curve; as a rule, active = well fitted curve in the direction sought with a large enough effect; inconclusive = small, poorly fitted or top-dose-only effect, or another doubt; inactive = no such curve, though single readings can be large; an effect the other way counts as inactive or inconclusive. Unless noted, % is set by controls: 0 for no effect and ±100 for the full control effect; potency is the fitted concentration of half-maximal effect.
SMILES,aGal spleen mod,L3MBTL1 inh,ALDH1A1 inh,Tau ThT inhib,Tau fibril FP,Tau fluor cs,TexasRed fluor,TRb-SRC2 inh
CC1Cc2cc(S(=O)(=O)CCC(=O)Nc3ccc(F)c(Cl)c3)ccc2N1C(=O)C1CC1 (stereo not given),/,/,/,2%,-8%,-19%,-2%,8%
COc1ccc(OC)c(N2C(=O)C(Cl)=C(N3CCCCC3)C2=O)c1,4%,-2%,?,13µM*,16µM*,?,-5%,2%
Cc1nc2ccn(Cc3cccnc3)c(=O)c2cc1C(=O)NCc1ccc(Cl)cc1,/,/,/,-7%,-6%,-3%,1%,5%
COc1ccc(-n2c(=O)c3sc4ccccc4c3n(C)c2=O)cc1,/,/,/,-10%,-18%,-12%,1%,-8%
Cc1nn(-c2ccccc2)c(C)c1/C=N/NC(=O)c1cccs1,3%,6%,-3%,-15%,-1%,-9%,-13%,2%
CCc1c(C)sc(NC(=O)c2ccccc2[N+](=O)[O-])c1C(N)=O,-1%,-5%,?,?,1%,-10%,-1%,4%
COc1ccc(CNC(=O)CN(Cc2ccc(Cl)cc2)S(C)(=O)=O)cc1,10%,2%,2%,-6%,1%,-9%,-2%,-3%
COc1ccc(C)cc1NC(=O)CSc1ncc2c(n1)-c1ccc(Cl)cc1N(Cc1ccccc1)S2(=O)=O,/,/,/,4%,-7%,-9%,3%,5%
COc1ccc(NCc2nc3ccccc3n2CCOc2ccccc2C)cc1,/,/,/,?,11%,?,-2%,0%
COc1ccc(/C(N)=N/OC(=O)Cc2cccs2)cc1OC,-1%,13%,?,?,3%,-20%,0%,2%
O=C(CSc1nccn1Cc1ccc2c(c1)OCO2)Nc1ccccc1F,/,/,/,-5%,1%,-15%,-5%,4%
CC(C)(C)C(=O)Nc1nnc(CSCc2ccccc2F)s1,-4%,/,?,-2%,7%,-11%,3%,7%

# Next section, starting with the last 7 of the part before.
SMILES,aGal spleen mod,L3MBTL1 inh,ALDH1A1 inh,Tau ThT inhib,Tau fibril FP,Tau fluor cs,TexasRed fluor,TRb-SRC2 inh
CCc1c(C)sc(NC(=O)c2ccccc2[N+](=O)[O-])c1C(N)=O,-1%,-5%,?,?,1%,-10%,-1%,4%
COc1ccc(CNC(=O)CN(Cc2ccc(Cl)cc2)S(C)(=O)=O)cc1,10%,2%,2%,-6%,1%,-9%,-2%,-3%
COc1ccc(C)cc1NC(=O)CSc1ncc2c(n1)-c1ccc(Cl)cc1N(Cc1ccccc1)S2(=O)=O,/,/,/,4%,-7%,-9%,3%,5%
COc1ccc(NCc2nc3ccccc3n2CCOc2ccccc2C)cc1,/,/,/,?,11%,?,-2%,0%
COc1ccc(/C(N)=N/OC(=O)Cc2cccs2)cc1OC,-1%,13%,?,?,3%,-20%,0%,2%
O=C(CSc1nccn1Cc1ccc2c(c1)OCO2)Nc1ccccc1F,/,/,/,-5%,1%,-15%,-5%,4%
CC(C)(C)C(=O)Nc1nnc(CSCc2ccccc2F)s1,-4%,/,?,-2%,7%,-11%,3%,7%
COc1ccc(CNC(=O)C2CC(c3cc(C(F)(F)F)cc(C(F)(F)F)c3)=NO2)cc1 (stereo not given),2%,/,/,9%,1%,-13%,-1%,-5%
Cc1cc(Br)cnc1NC(=S)Nc1ccc(F)cc1F,-1%,-12%,?,-3%,-8%,3%,2%,-6%
Cc1nn(C)c(C)c1/C=N/NC(=O)C(C)(C)Oc1ccc(Cl)cc1,-7%,/,3%,-7%,4%,-4%,0%,-9%
COc1ccccc1NS(=O)(=O)c1ccc(/C=C/C(=O)O)cc1,6%,6%,12%,-5%,4%,-3%,-1%,0%
Cc1ccc(C2(C(F)(F)F)NC(=O)N3CCN=C3S2)cc1 (stereo not given),5%,10%,9%,0%,1%,-3%,-5%,-4%
CC(C)NC(=O)NNC(=O)Cn1nnc(-c2cccc(Cl)c2Cl)n1,-2%,6%,/,1%,-1%,-3%,0%,-7%
O=C(/C=C/c1ccccc1)Nc1nc(-c2ccncc2)cs1,-8%,-9%,4%,?,-16%,-13%,-1%,2%
Nn1c(SCC(=O)N2CCCc3ccccc32)nncc1=O,1%,7%,-12%,-4%,0%,-2%,0%,-6%
Cc1cc(C)nc(NC(=O)NS(=O)(=O)Nc2ccc(Br)cn2)n1,-12%,5%,-3%,3%,3%,5%,0%,0%
CN1CCN(C(=O)c2ccc3c(c2)N(Cc2c(F)cccc2Cl)C(=O)c2ccccc2S3)CC1,/,/,/,-4%,-1%,-10%,-1%,4%
COc1cc2c(cc1OC)C(/C=C/c1ccc(OC)c(OC)c1OC)=NCC2,6%,/,8%,?,-11%,-16%,-4%,4%
CCOC(=O)c1ccccc1NC(=O)c1nn(-c2ccc(OC)c(Cl)c2)c(=O)c2c1c1ccccc1n2C,/,/,/,-5%,-4%,-11%,0%,-8%
CCN1CCC(=NNC(=O)CC23CC4CC(CC(C4)C2)C3)CC1,-6%,32%[activator],1.8µM*,-1%,-1%,0%,-8%,-11%
COc1cc(OC)c(-c2nn3c(C4CCCCC4)nnc3s2)cc1OC,-18%,-14%,?,-5%,-8%,3%,-4%,1%
O=Cc1ccc(N2CCCC2)c([N+](=O)[O-])c1,-9%,-13%,?,?,3%,-4%,-4%,2%
COc1ccc(OC)c(NC(=O)CN2C(=O)C3(OCCCO3)c3ccccc32)c1,8%,-5%,?,4%,0%,-6%,-2%,1%
CCOC(=O)C1=C(c2ccccc2)NC(SCC(=O)Nc2ccc(C)cc2)=C(C#N)C1c1ccco1 (stereo not given),-4%,/,3%,11%,?,?,0%,-7%
O=C(Cn1cc([N+](=O)[O-])cn1)NCc1ccc(-n2cccn2)cc1,3%,-6%,1%,-9%,-7%,-8%,-3%,6%
COc1cccc(NC(=O)CNS(=O)(=O)c2ccc3nc(C)sc3c2)c1,11%,2%,-3%,-7%,2%,-7%,-3%,2%
Cc1ccc(NC(=O)c2ccccc2-c2ccccc2C(=O)O)cc1,-3%,13%,8%,4%,4%,7%,-1%,1%
COc1ccnc(Oc2ccc(F)cc2)c1C(=O)N/C=N/OCc1ccc(F)cc1Cl,4%,6%,-9%,-3%,1%,-25%,1%,0%
O/N=C/c1cn(-c2ccccc2)nc1-c1cccnc1,1%,8%,-2%,0%,-1%,12%,-8%,-5%
Cc1ccccc1CNc1ccc(C(CC(N)=O)NC(=O)c2ccccc2)cc1[N+](=O)[O-] (stereo not given),-3%,/,/,?,3%,-21%,0%,-7%
CO/N=C(\Cn1ncc(N2CCOCC2)c(Br)c1=O)c1ccc(Cl)cc1,1%,0%,11%,-10%,1%,-10%,3%,4%
O=C1CCCC/C1=C/NCc1ccc(F)cc1,3%,-3%,?,-9%,-3%,-10%,0%,-4%
CCCC(=O)Nc1ccc(Cl)c(NC(=S)NC(=O)C(C)C)c1,4%,0%,1%,-3%,-3%,-4%,-1%,7%
Cc1ccc2c(c1)-c1onc(C(=O)N(C)c3ccc(F)cc3)c1CO2,/,/,/,10%,-9%,-24%,-24%,1%
CCOC(=O)c1cc(NC(=O)c2ccccc2)c(=O)n2c1oc1ccccc12,-6%,/,?,-4%,-3%,-5%,-2%,10%
Cc1cc(C)nc(NC2=NC3CCCCC3N2)n1 (stereo not given),0%,/,0%,7%,-3%,1%,5%,-3%
CCCc1cc(=O)oc2c(C)c3c(cc12)CN(CCc1ccc(Cl)cc1)CO3,/,/,/,?,-4%,?,-6%,3%
Cc1ccc(C)c(S(=O)(=O)NC(CC(C)C)C(=O)O)c1 (stereo not given),1%,1%,18%,-6%,-1%,-2%,0%,16%
CC(NS(=O)(=O)c1ccccc1)C(N)=O (stereo not given),14%,-8%,?,5%,-2%,9%,-4%,0%
CN(CC(=O)NC(=O)NCc1ccccc1)Cc1cccc(Cl)c1Cl,12%,16%,?,?,2%,-16%,-4%,-1%
O=C(Nc1nc2ccccc2s1)C1=NN(c2ccccc2)C(=O)CC1,-1%,11%,-3%,?,7%,-23%,-3%,5%
Cc1cc(Cl)c(S(=O)(=O)Nc2ccc(S(=O)(=O)N3CCOCC3)cc2)cc1OCC(N)=O,3%,12%,7%,2%,-4%,1%,-10%,-2%
O=C(O)C1=C[C@H](c2coc3ccccc3c2=O)C[C@H](OCc2ccc(CO)cc2)O1,-3%,10%,-2%,9%,1%,8%,1%,-7%
Cc1ccc(Nc2cc(C(=O)NC3CCCC3)c3ccccc3n2)c(C)c1,/,/,/,4%,-6%,-16%,-2%,6%
COc1ccc(-c2cc(N)n(CCC#N)n2)c(OC)c1,4%,/,4%,-12%,3%,-7%,-3%,-5%
COc1ccc(NC2=CC(=O)N(C)C2=O)cc1,-2%,-2%,?,?,10%,-10%,-4%,7%
Cc1ccc(O)c(NC(=S)NC(=O)C(C)C)c1,-3%,-9%,/,-6%,-13%,-9%,-1%,0%
COC(=O)N/N=C/c1cn(CCOc2ccccc2)c2ccccc12,-3%,6%,/,?,?,?,-4%,-5%
CSc1nc2oc3c(c2c2nncn12)CC(C)(C)SC3,?,?,?,?,-12%,-10%,6%,3%
COc1cccc(C(=O)NN/C(C)=C/C(=O)C(F)(F)C(F)(F)C(F)(F)F)c1,6%,-1%,2%,-7%,9%,-1%,6%,-2%
COc1ccc(C2N(c3cc(C)on3)C(=O)C3CCCN32)cc1OC (stereo not given),1%,11%,?,4%,2%,6%,-1%,5%
COCc1[nH]nc2c1C(c1ccccc1Cl)C(C#N)=C(N)O2 (stereo not given),-4%,-9%,?,-6%,-4%,-4%,2%,-19%
COCCCNC(=O)Cn1c(=O)n(CCCCCC(=O)NCc2ccc3c(c2)OCO3)c(=O)c2sccc21,6%,21%,-9%,4%,5%,4%,-9%,-4%
CCC(COC(=O)Nc1cccc(C)c1C)NC(=O)OCC(C)C (stereo not given),-2%,-6%[11.4 µM],4%,-6%,-2%,-5%,-2%,-4%
CCn1c(SCC(=O)Nc2c(C#N)cnn2-c2ccccc2)nnc1-c1cccs1,-12%,-4%,/,-10%,-4%,-5%,-3%,2%

# Source: PubChem BioAssay
